Assay outcomes as filed in PubChem.
Fam108B counter: Fam108B inhibition, counter-screen for RBBP9 inhibitors; recombinant Fam108B, FP-Rh probe fluorescence polarization; inhibition, % at 9.51 µM; 300,000 tested, 0.33% active; AID 1947;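 active = inhibition above the screen mean inhibition plus 3 SD, computed separately per campaign, cut at about 18% in these data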;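 also: inhibitors lower polarization as less probe binds the enzyme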
MCL1-BIM inh: MCL1-BIM-BH3 interaction inhibition (human). GST-MCL1 / FITC-Bim-BH3 fluorescence polarization. inhibition, % at 10.9 µM. 320,000 tested, 0.68% active;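 active = inhibition above the mean inhibition of all tested compounds plus 3 SD, set per campaign, cut at about 40% in these data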;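 also: 0% = DMSO wells and 100% = unlabeled Bim-BH3 peptide control; higher means more loss of mP so more displacement of Bim peptide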
Target sequence (Q07820 whole entry, looked up): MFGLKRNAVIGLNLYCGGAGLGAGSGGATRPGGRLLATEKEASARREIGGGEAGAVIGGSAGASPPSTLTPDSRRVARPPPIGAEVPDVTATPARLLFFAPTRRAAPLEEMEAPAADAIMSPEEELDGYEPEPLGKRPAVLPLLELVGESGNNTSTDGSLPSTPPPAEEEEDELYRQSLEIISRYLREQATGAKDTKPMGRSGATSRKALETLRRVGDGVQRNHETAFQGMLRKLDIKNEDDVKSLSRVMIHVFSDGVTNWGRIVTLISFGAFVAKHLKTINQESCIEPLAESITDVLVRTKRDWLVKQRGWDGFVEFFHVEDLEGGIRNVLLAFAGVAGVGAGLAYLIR
PAD4 FP inh: inhibitors of human PAD4 | inhibition, % at 6.36 µM | 330,000 tested, 0.41% active | recombinant PAD4, RCA probe fluorescence polarization | Q9UM07 | AID 485272;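 active = percent inhibition above a cutoff equal to the mean of all tested compounds plus 3 SD, cut at about 15% in these data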;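 also: 0% = PAD4 with RCA probe and DMSO and 100% = probe without PAD4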
GSTO1 counter: blocks human GSTO1 in RBBP9 counter-screen. P78417. AID 1974. 300,000 tested, 1.1% active. recombinant GSTO1, activity-based probe fluorescence polarization. inhibition, % at 5.96 µM;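 active = inhibition above the campaign mean inhibition plus 3 SD, cut at about 35% in these data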;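 also: 0% = GSTO1-1 with DMSO and 100% = wells lacking GSTO1-1 enzyme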
BCLXL inh: Bcl-xL (human) inhibition | inhibition, % at 10.9 µM | 320,000 tested, 0.7% active | GST-Bcl-xL / FITC-Bim BH3 peptide fluorescence polarization | Q07817;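 active = inhibition above the mean of all tested compounds plus 3 SD, cutoff set per campaign, cut at about 30% in these data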;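 also: 0% = DMSO wells and 100% = unlabeled Bim-BH3 peptide competitor; inhibitors lower millipolarization by displacing the labeled peptide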
Target sequence (Q07817 whole entry, looked up): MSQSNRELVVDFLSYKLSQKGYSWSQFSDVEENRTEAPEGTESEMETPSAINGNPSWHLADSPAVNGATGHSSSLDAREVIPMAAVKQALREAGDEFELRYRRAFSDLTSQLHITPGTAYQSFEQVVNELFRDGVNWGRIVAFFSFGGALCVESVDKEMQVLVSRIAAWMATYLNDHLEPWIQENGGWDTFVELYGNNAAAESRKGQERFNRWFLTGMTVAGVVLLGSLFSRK
GLD-1 RNA inh: GLD-1-TGE RNA interaction inhibition (C. elegans). inhibition, % at 5.96 µM. 320,000 tested, 0.44% active. Q17339. purified GLD-1 + fluorescein TGE RNA, fluorescence polarization;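 active = percent inhibition above a per-plate cutoff, the plate mean of test compounds plus 3 SD, cut at about 30% in these data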;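 also: 0% = DMSO wells with GLD-1 and probe and 100% = wells lacking GLD-1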
PME-1 inh: blocks human protein phosphatase methylesterase 1 | inhibition, % at 5.9 µM | 320,000 tested, 0.53% active | AID 2130 | Q9Y570 | recombinant PME-1, FP-Rh probe fluorescence polarization;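 active = inhibition above the campaign mean of all compounds plus 3 SD, cut at about 26% in these data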;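 also: competitive labeling of PME-1 active site by serine hydrolase directed probe; 0% = PME-1 with DMSO and 100% = wells lacking PME-1 enzyme; inhibitors block probe labeling so polarization falls and inhibition rises; many of its hits are not listed in these tables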
Target sequence (Q9Y570 whole entry, looked up): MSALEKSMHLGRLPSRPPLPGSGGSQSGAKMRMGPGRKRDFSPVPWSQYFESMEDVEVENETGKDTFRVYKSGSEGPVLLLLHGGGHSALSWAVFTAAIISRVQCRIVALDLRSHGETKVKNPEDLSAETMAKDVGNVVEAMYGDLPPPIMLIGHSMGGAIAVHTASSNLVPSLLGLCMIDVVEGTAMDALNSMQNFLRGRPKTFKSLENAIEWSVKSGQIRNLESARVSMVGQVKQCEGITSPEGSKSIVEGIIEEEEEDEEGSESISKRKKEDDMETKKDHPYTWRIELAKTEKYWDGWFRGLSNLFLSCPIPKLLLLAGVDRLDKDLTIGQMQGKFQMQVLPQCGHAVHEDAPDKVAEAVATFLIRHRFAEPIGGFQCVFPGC
MEX-5 binding: C. elegans MEX-5 TCR-2 RNA binding activity. MEX-5/FITC-TCR2 RNA binding, fluorescence polarization; hits give low values. activity score (negative = inhibition of binding), % at 10 µM. AID 1832. 300,000 tested, 0.38% active;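 active = inhibition past about -25% in most replicates, and total fluorescence under double the plate's negative control median, limit read from the data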;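 also: 0% = DMSO and -100% = 5 µM competing unlabeled TCR2 RNA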
TPT1 inh: blocks Candida albicans tRNA 2'-phosphotransferase; recombinant caTPT1, FP RNA substrate dephosphorylation; inhibition, % at 5 µM; AID 1962; 300,000 tested, 0.81% active;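 active = inhibition above the mean of all tested compounds plus 3 SD, set per screening campaign, cut at about 24% in these data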;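 also: plate controls were DMSO alone for no effect and ferristatin control at 100 nM for full effect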
Numbers without * were called inactive; nt = not tested or not shown. Only part of the results is shown, so the mix of outcomes need not match the whole.

Order of values: MEX-5 binding	BCLXL inh	GSTO1 counter	PAD4 FP inh	TPT1 inh	GLD-1 RNA inh	MCL1-BIM inh	Fam108B counter	PME-1 inh
COC(=O)c1[nH]c(=O)c2ccccc2c1O
    3.1	10	30	31*	-3	0	2	1	0
O=C(c1ccc(CS(=O)(=O)c2ccccc2)o1)N1CCOCC1
    -0.5	3	10	0	-3	1	13	1	-1
CN(C)CCN(C(=O)C1=COCCO1)c1nc2ccc(F)cc2s1
    0.5	5	4	-6	-2	3	7	3	5
CCOP(=O)(O)c1ccccc1OCCCCCOc1ccccc1P(=O)(O)OCC
    0.7	-1	4	-5	-4	-1	-5	-2	3
O=C(OCc1nc2ccccc2s1)C1CCN(S(=O)(=O)c2cccs2)CC1
    2.2	0	1	0	1	6	0	0	0
O=C(COC(=O)c1cc(Cl)nc2ccccc12)c1ccc(Cl)cc1
    1.3	4	-1	0	0	-6	7	3	-3
O=C(Nc1cccc(Cl)c1)C1CC1c1ccccc1 (configuration not stated)
    4.3	-2	-12	-5	0	-5	-3	0	-1
CCOc1ccc(CCNC(=O)CN2C(=O)c3cccnc3Oc3ccc(Cl)cc32)cc1
    1.6	1	-1	-2	2	1	5	-1	-1
Cc1ccc(N2C(=O)CC(NNC(=O)Cc3ccc(F)cc3)C2=O)cc1Cl (configuration not stated)
    1.2	-8	-2	2	-1	-8	-1	3	5
Cc1ccc(-n2c(-c3nn(C)cc3Cl)n[nH]c2=S)cc1
    1.8	-9	1	-1	-3	-7	-2	2	0
COC(=O)c1cc(Cl)c(NC(=O)c2ccc(C(C)(C)C)cc2)cc1OC
    -0.9	-1	5	6	-3	1	0	-1	-1
O=C(/C(=N\O)n1cncn1)c1ccc(Cl)cc1Cl
    0.6	6	6	-1	-4	8	8	-1	-1
COC(=O)c1cccc(Cn2c(Cl)c(/C=N/NC(=O)c3ccccc3Cl)sc2=O)c1
    8.0	-4	-7	0	6	-1	-5	-19	0
CN(C)CCC#CC(O)(c1ccccc1)c1ccccc1
    1.0	2	0	1	-1	7	0	0	-10
CN(c1ccccc1)S(=O)(=O)c1ccc(C(=O)Nc2nccs2)cc1
    2.8	6	0	-2	0	9	2	-3	-3
CC1Oc2ccccc2N(CC(=O)NCC2CCCO2)C1=O (configuration not stated)
    1.3	8	-4	-7	-5	0	2	3	7
Cc1ccc(NC(=O)CNCc2ccccc2)cc1Br
    1.0	7	-2	-1	3	4	4	1	1
O=C(CSCCO)Nc1ccc(C2CCCCC2)cc1
    1.0	9	10	-1	-5	-7	3	3	-1
Cc1ccc(C(=O)N/C(=C\c2ccc(Cl)cc2)C(=O)NCCN2CCOCC2)cc1
    -0.1	2	4	-3	-2	0	1	-2	5
C/C(=N\NC(=O)C(N)=O)c1ccc2c(c1)OCCO2
    -1.9	1	-6	-4	-1	2	-2	-1	-1
CCCCN1CNC(=S)N(CCc2ccccc2)C1
    -1.3	10	7	0	4	-8	8	-8	-5
CCOc1ccccc1N(CC(=O)Nc1ccc(S(=O)(=O)N2CCOCC2)cc1)S(C)(=O)=O
    -3.3	-2	3	0	0	10	-5	-5	-3
CCN1C(=O)[C@H]2[C@@H](c3ccc(C)cc3)N3C(=O)N(c4ccc(C)cc4)C(=O)[C@@]3(Cc3ccc(Cl)cc3)[C@H]2C1=O
    0.8	3	3	-1	-1	2	2	-2	3
CCC(CC)NC(=O)Cc1ccccc1[N+](=O)[O-]
    nt	0	9	-1	-1	6	5	2	1
O=C(CCC1CCCN(C(=O)c2cncs2)C1)NCc1ccc(F)c(F)c1 (configuration not stated)
    -2.1	-1	-5	-3	3	4	0	5	-5
CCCCCCN=C(C)c1ccccc1O
    0.7	2	4	0	2	9	6	-2	-2
CCc1ccc(C2CC(=O)N3CN(c4ccccc4)CSC3=C2C#N)cc1 (configuration not stated)
    3.4	-10	-1	-2	0	0	-3	0	-1
CCOC(=O)c1ccc(NC(=O)C2(c3ccccc3)CCOCC2)cc1
    3.0	2	6	-2	3	4	0	-5	-15
CCOC(=O)c1nn(-c2ccccc2F)c2nc(-c3ccco3)c(C#N)c(=O)n12
    3.0	0	7	-1	0	8	-2	-1	-2
Clc1ncccc1-c1nnn(-c2ccccc2Br)n1
    -1.6	3	0	0	2	9	6	5	-6
Nc1c2c(nc3cccc(Cl)c13)N(c1ccccc1)CC2
    -0.9	2	1	2	5	1	-2	0	2
O=C(Cc1ccc(F)cc1)Oc1ccc(C(=S)N2CCCC2)cc1
    2.3	3	-2	3	-2	-1	10	3	0
CCCCc1cc(=O)oc2c(C)c(OCC(=O)NCCN3CCOCC3)ccc12
    1.0	4	6	-7	3	-6	4	5	-6
Cc1ccc(S(=O)(=O)N/N=C/c2ccc(OCC(=O)NC(C)C)cc2)cc1
    3.3	0	-3	-3	-1	-1	5	-1	-1
CCN(CC)c1ccc(N2C(=O)/C(=C/c3cccnc3)SC2=S)cc1
    -2.4	-5	3	-7	-1	5	5	4	-10
Cc1ccc2nc3c(c(N)c2c1)CCN3c1ccccc1
    -4.0	5	-1	-6	-3	9	10	-1	12
COc1ccc(/C=C/C(=O)NC(=S)NNC(=O)c2cc(OC)c(OC)c(OC)c2)cc1OC
    0.3	1	-2	5	1	5	1	3	-5
Oc1[nH]c(=S)sc1/C=C1\C(c2ccccc2)=Nc2ccccc21
    0.7	-41	-32	-31	138*	-121	-73	1	-56
Cc1ccc(NC(=O)c2ccccc2)cc1OC(=O)c1ccccc1
    -0.9	3	-4	0	0	24	1	-5	-8
COc1ccc(-n2c(Cc3cccn3C)nnc2SCC(=O)NCc2ccc(F)cc2)cc1
    -1.5	-1	3	-3	-1	-5	-2	4	-4
CCOC(=O)c1sc2cc([N+](=O)[O-])cc(SCCO)c2c1N
    0.0	7	2	-4	9	-9	-35	-1	-7
COc1ccc(C(C)C)cc1S(=O)(=O)NC1CCCC1
    0.7	4	-2	-3	2	5	8	-3	12
c1ccc(CSc2ncn[nH]2)nc1
    3.5	-3	10	-1	-4	-3	-6	-1	-5
FC(F)(F)c1nnc2ccc(NCn3nnc4ccccc43)nn12
    -0.6	5	-3	-4	-8	5	-1	-1	-4
Cc1cc(C)c(C)c(S(=O)(=O)N2CCN(CC(=O)Nc3sccc3C#N)CC2)c1C
    2.0	3	5	3	2	-5	-1	-4	-5
C[C@@]12CCC3[C@@](CCC4[C@@]3(C)CCC[C@@]4(C)C(=O)NCc3ccccc3)(CC1=O)C2 (some centres not stated)
    nt	-5	nt	1	nt	-1	4	nt	1
CCc1cccc(CC)c1NC(=O)Cn1c(-c2ccccc2Cl)nc2ccccc21
    1.1	7	3	7	2	1	0	-3	0
CC1(C)Oc2ccc(C(=O)Nc3ccccc3)cc2N(CC#N)C1=O
    -0.7	7	1	3	3	8	-5	-2	-1
O=C(CNc1ccccc1)N/N=C/c1c[nH]c2ccccc12
    -1.7	1	0	2	-4	1	3	2	9
COc1ccccc1NCC(=O)N/N=C(\C)c1cccs1
    2.0	3	1	-7	3	-4	0	-3	3
CCCCC#Cc1ccccc1CC(=O)Nc1ccccc1
    -3.8	1	30	1	-6	4	1	3	1
CC(C)N(C(=NCc1ccccc1)NC(=O)c1ccccc1)C(C)C
    3.2	2	6	0	0	2	1	1	8
NC(=O)c1ccc(NC(=O)COC(=O)c2ccc(Br)o2)cc1
    nt	-2	nt	-3	nt	7	-8	nt	6
FC(F)(F)Oc1ccc(NC(=S)Nc2ccccc2N2CCOCC2)cc1
    1.0	-2	1	-4	2	0	6	3	-4
CCOc1ccccc1NC(=O)c1cccc2c1C(=O)N(C1CCCCC1)C2
    2.5	-3	-2	-1	1	11	-1	-5	1
Cn1c(SCC(=O)Nc2ccc(N3CCOCC3)c(Cl)c2)nnc1-c1ccccc1
    0.5	-2	25	-8	4	8	1	-2	-1
CC(=O)N1CCN(C(=O)c2cccc(S(=O)(=O)N3CCN(c4ccccc4)CC3)c2)CC1
    nt	5	nt	6	nt	7	9	nt	5
CCCCC(CC(O)COCCC)C(=O)NN (configuration not stated)
    2.2	-17	1	-5	-1	-6	-21	-2	3
CC1=CC(=O)C(C(C)C)=CC1=NC(=O)c1ccc(C)cc1
    0.0	5	2	-1	-3	1	6	0	5
O=C(Oc1ccc(-c2nccc(-c3ccccn3)n2)cc1)c1cccc(C(F)(F)F)c1
    1.5	5	2	7	-1	5	2	3	-3

Other structures.
Order of values: MEX-5 binding	BCLXL inh	GSTO1 counter	PAD4 FP inh	TPT1 inh	GLD-1 RNA inh	MCL1-BIM inh	Fam108B counter	PME-1 inh
O=C(CN1C(=O)NC2(CCc3ccccc32)C1=O)c1ccc(Cl)cc1 (configuration not stated)
    -0.5	5	-1	-3	-1	3	3	-2	9
CN1CCN(C(=O)C2=C[C@@H](C3CCCCC3)C[C@@H](OCc3ccc(CO)cc3)O2)CC1
    1.1	-3	-1	-4	2	5	-6	0	4
CCN1C(=O)c2cccc3c(S(=O)(=O)N4CCCC4C(=O)O)ccc1c23 (configuration not stated)
    -0.1	3	1	2	0	5	-7	2	-5
COc1ccc(CCNC(=S)c2ccccc2)cc1OC
    2.0	-2	-8	-7	9	-8	-7	7	-1
Nc1c(Cl)c(Cl)nc(C(=O)OCC(=O)NC2CCCCC2)c1Cl
    0.9	7	-4	-7	3	11	-8	-3	9
CC(O)[C@H]1CNC(=O)C(=O)N1CCc1cccc(F)c1 (some centres not stated)
    0.3	-7	0	-12	4	-3	-11	-3	4
Cn1c(Cc2ccccc2)nnc1SCC(=O)Nc1ccc2c(c1)OCO2
    0.9	3	3	0	2	0	4	-2	-6
NC(=O)CC(NC(=O)Cc1cccc2ccccc12)c1ccc(N2CCC(Br)CC2)c([N+](=O)[O-])c1 (configuration not stated)
    0.7	2	4	-2	1	-1	0	-1	3
CN1CCN(C(=O)c2ccc(Cl)c(S(=O)(=O)N3CCCCC3)c2)CC1
    1.2	3	-4	-2	0	1	8	-1	0
O=C(O)CC(C(=O)Nc1cccc(C(F)(F)F)c1)C1CCCO1 (configuration not stated)
    -0.2	1	5	-3	-1	-3	-2	-3	-2
COc1ccc(/C=N/NC(=O)c2cc(-c3cccn3C)n[nH]2)cc1OC
    0.7	5	-3	-5	-2	3	10	-4	2
COc1ccc([N+](=O)[O-])cc1NC(=O)CCC(=O)c1cccs1
    -1.4	1	3	-6	-3	-2	3	-5	3
COc1cccc(OC)c1CNC(=O)C1CCC(=O)N(CC2CCCCC2)C1 (configuration not stated)
    1.2	1	2	1	-3	-10	-4	-3	4
CCOC(=O)C(C)CC(C)C(=O)N1CCOCCOCCN(C(=O)C(C)CC(C)C(=O)OCC)CCOCC1 (configuration not stated)
    0.0	6	27	-4	-2	0	4	-1	-2
Cc1cccc(NC(=O)CCCN2C(=S)NC(C)(C)CC2C)c1C (configuration not stated)
    -2.5	-1	6	-10	1	3	4	-2	-2
COCCOc1ccc(C(F)(F)F)cc1NC(=O)COC(=O)c1cc[n+]([O-])cc1
    -0.6	2	-9	-6	5	3	1	-4	5
CC(=O)c1cccc(NC(=O)CN2C(=O)NC3(CCCCCCC3)C2=O)c1
    2.2	0	1	-3	-1	-3	9	4	-5
